Screening data: PubChem BioAssay, several laboratories
Rab7 wt GTP bind – modulators of GTP binding to dog Rab7 wildtype GTPase. GST-Rab7 beads, fluorescent GTP binding, flow cytometry; actives lie on both sides; untreated = 100%, excess cold GTP = 0%. 190,000 compounds, 0.055% hits. GTP binding activity (percent of control), % at 10 µM;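 active = fluorescent GTP binding to Rab7 beads changed by at least 20 points from the 100% baseline, either direction, mostly lower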;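 also: median green fluorescence of bound Bodipy-FL-GTP per Rab7 bead population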
Cdc42 wt GTP – modulators (inhibitors or activators) of GTP binding to human Cdc42 wildtype | AID 761 | GST-Cdc42 beads, Bodipy-GTP binding, flow cytometry; actives lie on both sides | 190,000 compounds, 0.2% hits | percent activity (GTP binding), % at 10 µM;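 active = percent activity GTP binding at least 20 points away from the 100% baseline, either down as inhibitor or up as activator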;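 also: median bead fluorescence of bound Bodipy-FL-GTP at 100 nM; 0% = excess unlabeled GTP control and 100% = no compound control; below 100% means less GTP binding so inhibitor and above means activator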
Target sequence (P60953 whole entry, looked up): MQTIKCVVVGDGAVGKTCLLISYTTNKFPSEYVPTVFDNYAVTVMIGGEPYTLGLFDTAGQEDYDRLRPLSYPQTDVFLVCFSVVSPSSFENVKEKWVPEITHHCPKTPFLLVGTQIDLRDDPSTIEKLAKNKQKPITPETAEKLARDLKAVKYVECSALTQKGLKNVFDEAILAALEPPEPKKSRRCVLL
Mcl1 Bid PPI – Mcl-1/Bid interaction inhibition; Q07820; TR-FRET Mcl-1/Bid-Dy647 peptide binding, 1536-well; inhibition, % at 21.7 µM; 220,000 compounds, 0.97% hits; AID 1021;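 active = compounds that cut the binding signal by more than half at the single screening dose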;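 also: His-tagged Mcl-1 with europium anti-His antibody binding Bid BH3 peptide; 0% = Mcl-1 plus peptide wells and 100% = peptide-only wells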
Target sequence (Q07820 whole entry, looked up): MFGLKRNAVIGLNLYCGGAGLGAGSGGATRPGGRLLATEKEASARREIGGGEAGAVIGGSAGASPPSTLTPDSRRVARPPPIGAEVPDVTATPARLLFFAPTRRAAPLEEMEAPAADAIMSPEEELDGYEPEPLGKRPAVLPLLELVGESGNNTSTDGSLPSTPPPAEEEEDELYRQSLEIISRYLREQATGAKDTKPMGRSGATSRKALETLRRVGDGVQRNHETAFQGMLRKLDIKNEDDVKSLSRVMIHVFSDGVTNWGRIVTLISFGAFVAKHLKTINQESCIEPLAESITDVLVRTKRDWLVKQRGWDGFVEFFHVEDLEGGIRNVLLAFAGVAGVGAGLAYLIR
Mcl1 Noxa PPI – Mcl-1/Noxa interaction inhibition; Q07820; TR-FRET Mcl-1/Noxa peptide binding, 2 h; inhibition, % at 21.7 µM; 220,000 compounds, 1.5% hits; AID 1022;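 active = compounds that cut the protein-peptide binding signal by more than 50% relative to plate controls in a single-dose test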;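 also: His-tagged Mcl-1 with rhodamine Noxa BH3 peptide and terbium anti-His antibody; 0% = Mcl-1 plus Noxa peptide wells and 100% = peptide-only wells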
Rab2A wt mod – changes GTP binding to wildtype dog Rab2A, up or down | P61105 | GST-Rab2 wt beads, Bodipy-GTP binding, flow cytometry | GTP binding activity, % at 10 µM | 190,000 compounds, 0.19% hits;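 active = GTP binding activity at least 20 points away from 100%, either lowered or raised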;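 also: 0% = beads with excess unlabeled GTP and 100% = no-compound control corrected for plate trend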
Rac1 act GTP bind – alters GTP binding to activated mutant human Rac1 | P63000 | GST-Rac1 activated beads, fluorescent GTP binding, flow cytometry; actives lie on both sides; 100% means binding = to untreated wells | percent activity (GTP binding), % at 10 µM | 190,000 compounds, 0.11% hits | AID 764;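 active = GTP binding at least 20 percentage points away from the 100% baseline, in either direction, so actives lie on both sides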
Pf gamet viab – kills late stage P. falciparum gametocytes. P. falciparum stage V gametocytes, ATP luminescence, 24 h. inhibition, % at 10.9 µM. 150,000 compounds, 0.065% hits. AID 743093;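 active = inhibition above the mean plus 3 SD of compounds within the control limits, set per campaign, cut at about 38% in these data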;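 also: 0% = DMSO wells and 100% = medium only without gametocytes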
Rac1 wt modul – human Rac1 wildtype GTP binding, inhibitors and activators | P63000 | GST-Rac1 beads, fluorescent GTP binding, flow cytometry; actives lie on both sides; 0 = cold GTP competed, 100 = untreated | GTP binding activity (% of control), % at 10 µM | 190,000 compounds, 0.27% hits | AID 757;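 active = GTP binding activity at least 20 points away from the 100% control level, either lower or higher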
GSH fluor – GSH bead compound fluorescence profile; 190,000 compounds, 0.25% hits; GSH beads flow cytometry, compound fluorescence 488/530 nm; hits give high values; fluorescence (KMESF) at 10 µM; in the data active = fluorescence above about 89;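 also: glutathione beads carrying GST-tagged Bcl family fusion proteins plus one bare bead set; values are compound well signal with DMSO vehicle wells as background; inactives centre near 16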
Avidin fluor – avidin bead compound fluorescence profile. 220,000 compounds, 0.38% hits. Avidin beads, compound fluorescence 488/530 nm, flow cytometry; hits give high values. AID 1775. fluorescence (KMESF) at 10 µM; in the data active = fluorescence above about 47; also: inactives centre near 10
HRas wt GTP bind – changes GTP binding to wildtype human HRas | 190,000 compounds, 0.14% hits | GTP binding activity, % at 10 µM | GST-Ras wt beads, Bodipy-FL-GTP binding, flow cytometry; actives lie on both sides | AID 759;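 active = GTP binding activity at least 20% away from the 100% baseline, either lowered as inhibitor or raised as activator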;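 also: 0% = unlabeled GTP competition control and 100% = no-compound control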
Target sequence (P01112 whole entry, looked up): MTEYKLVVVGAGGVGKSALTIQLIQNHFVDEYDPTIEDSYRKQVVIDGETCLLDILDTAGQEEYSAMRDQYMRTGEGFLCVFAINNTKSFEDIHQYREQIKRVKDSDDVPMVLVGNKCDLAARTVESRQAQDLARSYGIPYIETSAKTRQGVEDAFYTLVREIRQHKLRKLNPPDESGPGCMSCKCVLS
* marks the source's active call; other numbers are inactive results; . = no result given.

SMILES	Rab7 wt GTP bind	Cdc42 wt GTP	Mcl1 Bid PPI	Mcl1 Noxa PPI	Rab2A wt mod	Rac1 act GTP bind	Pf gamet viab	Rac1 wt modul	GSH fluor	Avidin fluor	HRas wt GTP bind
CN1CCN(CC(=O)n2c3c(c4ccccc42)CCCC3)CC1	101	101	15	25	101	102	.	107	24	11	101
O=C(NC(=S)Nc1ccc(N2CCOCC2)cc1)c1cccc(Cl)c1	100	97	-19	27	99	98	-15	103	16	12	101
Cc1nnc(SCC(=O)Nc2ccc(Oc3ccccc3)cc2)n1N	99	99	-11	14	98	99	5	99	77	11	98
COc1ccc(C(C)=O)cc1COC(=O)c1ccc(S(=O)(=O)N(C)C)cc1	107	98	-8	2	101	96	-1	100	14	11	100
COC(=O)c1ccc(OCCOc2ccccc2)cc1	97	102	3	16	96	97	-4	104	14	35	100
CC(=O)c1ccc(N2CCN(C(=O)C3(S(=O)(=O)c4ccc(Cl)cc4)CC3)CC2)cc1	98	97	-35	4	98	95	0	98	15	30	100
Cc1ccc(S(=O)(=O)CC(O)COc2ccc(F)cc2Cl)c(C)c1 (stereo not given)	95	97	3	3	93	93	18	100	19	7	96
O=C1NCC(COCc2ccccc2)O1 (stereo not given)	98	102	-6	7	100	98	14	106	16	5	101
CC(C)CN1CCC(CN(C)Cc2nc(-c3cnccn3)no2)CC1	104	98	-35	-7	103	95	-19	100	10	5	99
O=C(Nc1ccccc1Cl)NC1(C(=O)N2CCCCC2)CCCCC1	101	104	0	-10	104	101	.	107	13	5	103
Cn1c(=O)c2c(n(Cc3ccccc3)c1=O)NC(=O)C2CC(=O)NCc1cccc(Cl)c1 (stereo not given)	97	99	-45	14	99	99	-18	100	76	9	99
CCOc1ccc2nc(SCc3ccc(F)cc3)sc2c1	93	97	-5	-3	96	96	2	95	9	13	96
COCCn1c(C)cc(C(=O)CSc2n[nH]c(N)n2)c1C	101	110	-41	21	109	102	.	106	20	8	107
CCOC(=O)c1c(NS(=O)(=O)c2ccc(Br)cc2)sc2c1CCC2	97	98	-17	51*	95	94	.	98	20	7	97
CCc1ccccc1NC(=S)NCc1cccn1C	99	105	-78	8	104	102	7	103	22	13	102
CCOC(=O)c1[nH]c2ccccc2c1NC(=O)c1ccc(S(=O)(=O)N2CCCC2)cc1	97	100	1	-13	98	97	.	99	16	8	98
CCN(CC)CCCC1(CN)OCCc2ccccc21 (stereo not given)	100	107	14	18	99	97	.	107	37	13	101
O=[N+]([O-])c1ccccc1OCCCn1cnc2ccccc21	104	95	11	16	100	93	-7	94	17	9	94
Clc1ncc2[nH]cnc2n1	106	98	-10	9	99	96	-24	100	22	6	96
CCCNc1cc(C)c(C#N)c2nc3ccccc3n12	99	95	-27	16	94	96	.	94	22	7	95
O=C(CSc1nc2ccccc2c(=O)n1-c1ccc(F)cc1)Nc1ccc(N2CCOCC2)cc1	98	96	-16	16	96	95	.	96	11	12	96
O=C(NNS(=O)(=O)c1ccc(Br)cc1)c1ccncc1	97	96	-6	.	95	94	23	95	30	10	96
COn1c(SCC(=O)N(C)C)nc2ccccc2c1=O	101	102	16	-19	97	98	9	99	34	0	98
Cc1ccc(NC(=O)Cc2c(C(=O)O)n(C)c3ccccc23)cc1F	97	88	-2	17	88	88	.	93	13	11	91
COc1cc(C2/C(=C(\O)c3ccc4c(c3)CC(C)O4)C(=O)C(=O)N2Cc2ccco2)ccc1O (stereo not given)	94	91	-79	-10	92	92	9	93	10	-2	93
SMILES	Rab7 wt GTP bind	Cdc42 wt GTP	Mcl1 Bid PPI	Mcl1 Noxa PPI	Rab2A wt mod	Rac1 act GTP bind	Pf gamet viab	Rac1 wt modul	GSH fluor	Avidin fluor	HRas wt GTP bind
CCC1C(=O)N=C(SCC(=O)Nc2ccc(Br)cn2)NC1=O (stereo not given)	102	99	-26	-1	101	95	.	103	25	10	100
CSc1ccc(/C=N\NC(=O)CC(=O)NC(C)C)cc1	104	93	-17	-4	99	96	-10	92	9	8	94
O=C(CCc1ccccc1)NNC(=O)Cc1ccc(Cl)cc1	102	93	-7	7	102	96	20	101	13	11	101
C/C(=N\OC(=O)NC(C)C)c1sc(-c2ccc(Cl)cc2)nc1C	101	100	-5	-4	100	95	0	99	9	10	100
C=CCOc1cccc(/C=N/NC(=O)C(=O)NCc2ccco2)c1	102	103	-22	2	105	101	24	102	15	11	104
Cc1ccc(C(=O)COc2ccccc2N2C(=O)c3ccccc3C2=O)cc1	102	97	-13	1	99	97	.	102	20	9	99
Cc1cc2ncn(-c3ncnc4sc5c(c34)CCCC5)c2cc1C	100	101	11	-10	99	98	-40	101	18	39	100
CCOC(=O)c1c(N2C(=O)Nc3ccccc3N2O)sc2c1CCCCC2	94	95	-18	-7	93	97	16	97	12	14	95
CC(C(=O)Nc1ncn[nH]1)N1C(=O)c2ccccc2C1=O (stereo not given)	99	98	5	8	100	100	.	99	60	4	98
CCOC(=O)c1c(O)c2ccccc2n(C)c1=O	97	98	-17	-8	97	98	-7	100	10	14	98
O=c1cc(-c2ccccc2)nc2nc(CCc3ccccc3)[nH]n12	97	98	17	8	97	96	-5	102	34	14	97
O=C(NCc1ccccn1)c1cc2c(ccc3ccccc32)oc1=O	102	98	-2	23	97	97	-20	100	19	11	98
Cc1ccc(S(=O)(=O)N/N=c2\sc3ccccc3n2C)cc1	96	99	0	-8	96	95	8	97	14	6	96
COc1ccc(C(=O)Nc2cnc3ccccn3c2=O)cc1	106	102	-14	15	102	98	-3	100	21	10	100
COc1cc(C(=O)NCc2cc(C)nc3ccccc23)cc(OC)c1OC	97	97	-8	0	96	97	22	96	9	29	95
O=C(Nc1ccc(O)c(-c2nc3ccccc3s2)c1)c1cccs1	96	96	-56	-217	98	97	8	96	3	13	98
N#C/C(=C\c1cn[nH]c1-c1ccccc1)C(=O)NC1CCCCCC1	102	100	2	3	100	97	10	98	10	10	102
CC(=O)c1sc2nc(-c3ccc(C)cc3)c3c(c2c1N)CCCC3	98	93	-52	-8	94	97	.	100	12	4	98
Cc1occc1C(=O)NN1C(=O)C2C3CCC(O3)C2C1=O (stereo not given)	97	98	-12	17	97	99	-1	105	9	3	100
CCN(CCNS(=O)(=O)c1ccc2c(c1)oc(=O)n2C)c1ccccc1	101	97	-35	15	102	97	.	98	20	6	97
Clc1ccc(-c2ccc(C=Nc3ccc(N4CCOCC4)cc3)o2)cc1	94	97	-71	17	95	98	.	101	4	10	97
COc1cc(C(=O)NCC(=O)OCC(=O)N2CCc3ccccc32)cc(OC)c1OC	104	97	-10	-8	98	95	.	98	15	21	101
CC12CN3CC(C)(CN(C1)C3c1c[nH]c3ccccc13)C2=O (stereo not given)	105	99	-64	-5	99	96	-4	101	10	10	100
COc1ccc(S(=O)(=O)N2CCOCC2)cc1N=Nc1sc(N)nc1-c1ccccc1	99	103	35	36	98	98	-10	104	10	-1	99
CC(NC(=O)c1ccco1)C(=O)OCc1cccc(Cl)c1 (stereo not given)	101	103	-22	-24	101	97	6	101	27	7	100

Results in HRas wt GTP bind and Mcl1 Bid PPI, for 3 of the compounds above:
| smiles | HRas wt GTP bind | Mcl1 Bid PPI |
| --- | --- | --- |
| CCN(CCNS(=O)(=O)c1ccc2c(c1)oc(=O)n2C)c1ccccc1 | 97 | -35 |
| CC(C(=O)Nc1ncn[nH]1)N1C(=O)c2ccccc2C1=O (stereo not given) | 98 | 5 |
| Cc1occc1C(=O)NN1C(=O)C2C3CCC(O3)C2C1=O (stereo not given) | 100 | -12 |

Continued:
SMILES	Rab7 wt GTP bind	Cdc42 wt GTP	Mcl1 Bid PPI	Mcl1 Noxa PPI	Rab2A wt mod	Rac1 act GTP bind	Pf gamet viab	Rac1 wt modul	GSH fluor	Avidin fluor	HRas wt GTP bind
COC(=O)c1c(NC(=O)CSc2nnnn2-c2ccc3c(c2)OCO3)sc(C)c1C	101	98	-17	18	100	97	.	104	31	11	99
Cc1nnc(NC(=O)CSc2ccc([N+](=O)[O-])cn2)s1	99	99	-20	12	99	99	-12	99	24	10	99
Cc1cc(N(C)C)cc(C)[n+]1[O-]	101	107	-20	5	105	103	.	110	16	7	102
CC(=O)Nc1cc(NC(=O)CCCC(=O)O)ccc1Cl	98	101	3	6	99	97	.	101	27	21	98
COc1ccc(NC(=O)C(C)N2C(=O)c3ccccc3C2=O)cc1S(=O)(=O)N1CCOCC1 (stereo not given)	95	93	-19	5	95	94	11	96	12	7	95
O=C(c1c(F)cccc1F)N(Cc1ccccn1)C1CC1	105	104	5	20	101	101	.	105	12	9	102
COc1ccc(C(=O)N2CCNC(=O)C2CC(=O)Nc2ccc(C)cc2)cc1 (stereo not given)	96	97	-7	3	94	92	7	96	16	10	95
CC(C)CCOc1cccc(OCC(=O)N(C)C2CCS(=O)(=O)C2)c1 (stereo not given)	98	105	-20	-15	100	102	-8	106	9	16	102
O=C(O)C1CCCCC1C(=O)NCCc1c[nH]c2ccccc12 (stereo not given)	98	100	-74	2	100	99	.	101	26	5	99
O=C(O)C1CCCCC1C(=O)Nc1cc(C(F)(F)F)ccc1Cl (stereo not given)	103	100	0	15	101	97	23	100	13	11	100
Cc1ccc2c(c1)N1C(=O)c3ccccc3C1C1=C(CC(C)(C)CC1=O)N2 (stereo not given)	99	99	4	-8	101	100	.	102	11	17	101
CNC(=O)c1cc(S(=O)(=O)N(C)C)ccc1Cl	91	100	-36	9	94	94	9	95	13	37	98
COc1ccc(C(=O)OCCNC(=O)c2c(Cl)nc3ccccn23)cc1	99	104	-17	11	99	99	.	103	10	11	100
Cc1ccc(S(=O)(=O)NC(CC(C)C)C(=O)Oc2ccc3c4c(c(=O)oc3c2)CCC4)cc1 (stereo not given)	89	93	-12	10	91	94	-20	93	16	11	92
C=C(C)Cc1c(C)nc(-c2ccccc2)[nH]c1=O	98	102	-11	5	101	100	.	105	22	31	100
CCc1ccc2c(c1)C1(SC(NC(C)=O)=NN1C(C)=O)C(=O)N2C(C)C (stereo not given)	97	98	-22	5	96	97	.	98	46	4	97
N#C/C(=C\C=C\c1ccccc1[N+](=O)[O-])c1nc(-c2ccc3c(c2)OCO3)cs1	105	107	0	2	104	102	.	107	35	19	104
COc1ccc(Cc2nnc(SCC(=O)c3ccccc3)o2)cc1	99	100	-25	-3	97	95	.	98	23	11	98
O=[N+]([O-])c1cccc(-c2ccc3nnc(SCc4ccccn4)n3n2)c1	102	96	-17	13	96	93	0	97	14	11	97
Cn1c(N)c(C(=O)COC(=O)C2(c3ccc(Cl)cc3)CCCC2)c(=O)n(C)c1=O	106	106	5	6	106	100	-15	108	12	9	106
CCOC(=O)c1[nH]c2ccc(OC)cc2c1NS(=O)(=O)c1ccc(Cl)s1	100	101	-11	31	99	97	15	106	27	12	100
